TAG inh = triacylglycerol accumulation inhibition | H9c2 cells, Nile Red lipid (TAG) fluorescence; cells loaded with 200 µM oleic acid | inhibition, % at 12.5 µM | 230,000 tested, 0.66% active | AID 651582;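 active means pattern-corrected inhibition of lipid staining of at least 50% with the nuclear-stain viability signal not falling by more than 50%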;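 further: 0% = DMSO wells and 100% = triacsin C control wells; some results filed as inactive read as strong as hits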
TAG inh DAPI viability = second read-out of TAG inh, no call of its own (marks repeat the call); DAPI nuclei signal change (viability), lower = more cytotoxic, %;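 whole-well DAPI fluorescence read on a plate reader as a viability signal; minus 50 percent equals half of cells still viable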
* hit, by the source's call. A portion of the library, so the mix of outcomes need not match the whole.

mol	TAG inh	TAG inh DAPI viability
Cc1ccc(SCCC(=O)N/N=C/c2cccnc2)cc1	-3	9
O=C(CSc1nc2ccccc2[nH]1)c1ccco1	-16	7
CC(O)c1nc2c(c(=O)n(C)c(=O)n2C)n1C (stereo not drawn)	-1	-4
CCC(C(=O)OCC(=O)NC1CCS(=O)(=O)C1)c1ccccc1 (stereo not drawn)	3	-1
COC(=O)c1c(NC(=O)CSc2nc3ccccc3c(=O)n2-c2ccccc2)sc(C)c1C	16	-2
NC(=O)CSc1nc2c(c(=O)n1-c1ccccc1)C1(CCCCC1)Cc1ccccc1-2	7	-7
CC(C)C(C(=O)NCc1ccco1)N(CC1CCCO1)C(=O)CNS(=O)(=O)c1ccccc1 (stereo not drawn)	-2	7
C=CC(c1ccccc1)C(C(=O)c1ccccc1)N(C)C (stereo not drawn)	-1	1
O=C(NCc1cc(C(F)(F)F)cc(C(F)(F)F)c1)C1CC(c2ccccc2F)=NO1 (stereo not drawn)	-2	7
COc1ccc(CCNC(=O)CN(CCc2ccccc2)S(C)(=O)=O)cc1OC	8	1
O=c1[nH]c(-c2cccnc2)nc2sc(-c3ccccc3)cc12	47	-13
Cc1cccc(-c2n[nH]c(=S)n2Cc2ccccc2)c1	34	-26
Cc1nc(-c2ccc(S(=O)(=O)NCc3cccnc3)s2)cs1	-16	15
O=C(N/N=C/C=C/c1ccco1)c1cnccn1	1	-4
N=c1ccn(Cc2ccc(Cl)cc2Cl)cc1	-36	16
CC(=NNc1ccc([N+](=O)[O-])cn1)c1ccc(N)cc1	-3	1
C[C@H](CO)N1C[C@H](C)[C@@H](CN(C)S(=O)(=O)c2ccccc2)Oc2ccc(NS(=O)(=O)c3ccc(F)cc3)cc2C1=O	8	-7
CC(c1ccco1)N(C(=O)c1ccccc1NS(=O)(=O)c1cccc([N+](=O)[O-])c1)c1ccccn1 (stereo not drawn)	2	-2
Cc1cc(=O)[nH]c(SCc2ccc(Cl)cc2)n1	2	-3
Cc1ccc(-c2cc(C(=O)Nc3sc4c(c3C(=O)NCc3ccco3)CCC4)[nH]n2)c(O)c1	36	73
Cc1cccc(NC(=O)Cn2cnc3ccccc3c2=O)c1C	0	-2
Cc1sc(C(=O)Nc2ccc3ccccc3c2)cc1CC(=O)O	14	-1
Cc1ccc(C)c(NC(=S)NCC(c2cccnc2)N2CCOCC2)c1 (stereo not drawn)	4	-1
Cc1ccccc1NC(=O)CC1S/C(=N/c2nccs2)N(C)C1=O (stereo not drawn)	-5	6
Cc1ccc([C@@H]2C[C@H]3[C@@H](CN2S(=O)(=O)c2ccc(C)cc2)C(=O)C[C@@H](c2ccc(Cl)cc2)N3S(=O)(=O)c2ccc(C)cc2)cc1	26	-13
CN1CCN(CCC(=O)Nc2ccc(C3CCCC3)cc2)CC1	8	18
COc1ccc(-c2cnc3c(NC=O)cc(-c4ccc(F)cc4)cn23)cc1OC	47	-28
O=C(OCC#CCSc1nnc(-c2ccccc2)o1)c1cc2ccccc2o1	-38	3
CC(C)CNC(=O)COC(=O)CCC(=O)c1ccc(Cl)cc1	-5	-8
COc1cc(Cl)c(S(=O)(=O)N2CCN(Cc3ccc4c(c3)OCO4)CC2)cc1Cl	-3	-3
Cc1ccc(-n2nnnc2CS(=O)(=O)c2ccccc2)c(C)c1	2	2
CCSc1nsc(NC(=O)Nc2ccccc2OC)n1	12	-8
CC(OC(=O)Cc1n[nH]c(=O)c2ccccc12)C(=O)Nc1ccccc1[N+](=O)[O-] (stereo not drawn)	5	-4
O=C(c1ccccc1)N1CCN(C(=S)NCCc2ccccc2)CC1	-9	3
COC(=O)c1cc(OC)c(OC)cc1NC(=O)c1ccccc1	11	1
C[C@@H]1CN([C@H](C)CO)C(=O)CCCn2cc(nn2)CO[C@H]1CN(C)C(=O)Cc1ccccc1	19	-6
O=C(COC(=O)c1c(Cl)cccc1Cl)NCC1CCCO1 (stereo not drawn)	5	0
c1ccc(CN2CCN(C(c3ccccc3)c3ccccc3)CC2)cc1	-15	10
COc1ccccc1NC(=O)NNC(=O)c1cc2ccccc2cc1O	20	0
CCOC(=O)c1ccccc1NC(=O)/C(C)=C/C(=O)O	-10	2
CCC(=O)c1ccc(OCC(=O)N2CCCC2)c(OC)c1	-3	0
C/C=C/Cn1c(SCc2ccc(C)cc2)nc2c1c(=O)[nH]c(=O)n2C	-82	-13
CC1(C(=O)NS(=O)(=O)c2cccs2)CCN1C(=O)c1ccco1 (stereo not drawn)	-2	-2
O=c1c(Cc2ccc(Cl)cc2Cl)c(O)ccn1CCCN1CCOCC1	-7	-3
O=C1CCCN1C(=O)CSc1ncnc2sccc12	-5	-2
CCc1ccc(NC(=S)N2CCN(C)CC2)cc1	-13	8
O=C(CSc1ncnc2c1cnn2-c1ccccc1)NCC1CCCO1 (stereo not drawn)	-2	7
O=C1OCC(CO)(CO)N=C1NNc1ccccc1[N+](=O)[O-]	6	-4
CC1Cc2ccccc2N1C(=O)COC(=O)Cn1cnc2ccccc2c1=O (stereo not drawn)	1	-5
COc1cc2c(cc1OC)C(C)N(C(=O)c1cccc([N+](=O)[O-])c1)CC2 (stereo not drawn)	11	-3

(list continues)
mol	TAG inh	TAG inh DAPI viability
CC(C)Nc1ncnc2c1ncn2[C@H]1CN(Cc2ccc(Cl)cc2)C[C@@H](CO)O1	18	-13
Fc1ccc(CN2CC[C@H]3C=CCc4cccc(c43)C2)cc1	-20	-10
CCCN1Cc2cccc(C(=O)N3CCN(c4ccc(OC)cc4)CC3)c2C1=O	0	-5
CN1CCC(N(C)C(=O)COc2ccccc2-c2ccccc2)CC1	4	1
CC(C(=O)C12CC3CC(CC(C3)C1)C2)N1CCOCC1 (stereo not drawn)	5	-6
Cc1cc(C)c2[nH]c(O)c(N=NC3=NC(=O)CS3)c2c1	3	0
COc1ccc(C(=O)N/C(=C\c2cn(S(=O)(=O)N(C)C)c3ccccc23)C(=O)N2CCN(C)CC2)cc1OC	15	-9
CCOC(=O)CC[C@H](NC(=O)Cn1cnc(C(=O)Nc2ccc(C)c(C)c2)n1)C(=O)OCC	3	-6
Cc1ccc(CNC(=O)COc2ccc(S(=O)(=O)N3CCOCC3)cc2)cc1	6	-1
CCCN(CCC)C(=O)c1cc(-c2ccc3c(c2)OCO3)nc2ccccc12	10	-11
O=c1c(Cl)c(N2CCOCC2)cnn1-c1ncc(C(F)(F)F)cc1Cl	-9	1
CCc1ccc(C(=O)N/N=C/c2ccncc2)s1	10	0
O=C(NC(Cc1c[nH]c2ccccc12)C(=O)O)/C(=C/c1ccc(F)cc1)NC(=O)c1ccccc1 (stereo not drawn)	8	0
NCCc1nnc(SCc2ccc(F)cc2)o1	-3	9
COc1cccc(CNC(=O)CC2C(=O)NCCN2CCCc2ccccc2)c1 (stereo not drawn)	-2	-1
COc1cc(NC(=O)COC(=O)CCOc2ccc(C)cc2)cc(OC)c1	0	-8
O=C(COC(=O)Cc1c[nH]c2ccccc12)Nc1c(Cl)cccc1C(F)(F)F	16	1
CC1(C(=O)O)CCCN1C(=O)c1ccco1 (stereo not drawn)	0	6
CC(=O)Nc1cc(-c2cccc(CO)c2)cn2c(-c3cccc(C(F)(F)F)c3)cnc12	12	-5
COc1cccc(N2CCN(CC(=O)Nc3ccnn3C3CCCC3)CC2)c1	8	7
O=S(=O)(Nc1cnc2ccccc2c1)N1CCCCCC1	0	-5
CS(=O)(=O)N(CC(=O)Nc1ccc(S(=O)(=O)N2CCOCC2)cc1)c1ccccc1Br	-12	6
Cn1/c(=N\NC(=O)C2CCCCC2)sc2ccccc21	5	-2
COc1ccc(C(=O)n2nc(-c3ccco3)nc2N)cc1	-1	-3
CNC(=O)c1c(NC(=O)c2ccc(S(=O)(=O)N3CCCCC3C)cc2)sc2c1CCN(C)C2 (stereo not drawn)	8	67

(continued)
Sequence of screens: TAG inh | TAG inh DAPI viability
> CC(C)Oc1ccc(CNCCC2(C(C)C)CCOC(C)(C)C2)cc1 (stereo not drawn)
 : 14 | 2
> CC(=O)N1CCN(C(=O)c2cc(S(=O)(=O)NCc3ccccc3)ccc2C)CC1
 : 19 | -1
> CCN1CCCC1CNC(=O)c1ccc(N2CCOCC2)c(NS(=O)(=O)c2ccc(OC)cc2)c1 (stereo not drawn)
 : 1 | -7
> COc1ccc(CN2CCN(C(=O)c3ccc(S(=O)(=O)NCc4ccco4)cc3)CC2)cc1F
 : 17 | 2
> CCCCNC(=O)CSc1nc(N)c(C(=O)Nc2ccc(OC)cc2)s1
 : 9 | -6
> Cc1ccc(C(=O)NC(Cc2cccc(C(F)(F)F)c2)C(=O)O)cc1 (stereo not drawn)
 : 1 | -10
> CCOc1ccc(Nc2nc(Nc3ccc(O)cc3)nc(C)c2[N+](=O)[O-])cc1
 : -7 | 13
> CC(=O)N1CCN(C(=O)c2cc(S(=O)(=O)N3CCCCC3)ccc2Cl)CC1
 : 1 | 0
> CC(NC(=O)COC(=O)/C(=C/c1cccs1)c1cccs1)c1ccccc1 (stereo not drawn)
 : -2 | -11
> CCCCCCNc1c(C(=O)OCC)c(=O)[nH]c2ccccc12
 : -12 | 9
> Cc1ccccc1-c1csc(C(O)c2ccc(F)cc2)n1 (stereo not drawn)
 : -12 | 4
> COc1ccc(CC2(CO)CCN(Cc3cccnc3)CC2)cc1
 : 16 | -12
> CCOC(=O)C1(C)CCCCCN1C(=O)c1ccc(C(=O)OC)cc1 (stereo not drawn)
 : 4 | 5
> COc1ccc(C(=O)N/C(=C\c2ccccc2)C(=O)Nc2ccccc2C(=O)O)cc1
 : 4 | -3
> CCn1cc(C(=O)NCc2ccco2)c2cc(OC)c(OC)cc2c1=O
 : 12 | 5
> CCN(CC)c1nc2c(c(=O)[nH]c(=O)n2C)n1CCOc1ccccc1
 : -15 | 0
> O=C1CN(C(=O)c2ccc(Br)o2)C(c2ccccc2)c2cc(Cl)ccc2N1 (stereo not drawn)
 : -22 | -2
> N#CCCN(C(=O)COC(=O)C12CC3CC(CC(O)(C3)C1)C2)c1ccc(F)cc1
 : 10 | -1
> Nc1nc(C2CC(=O)OC23CCCCC3)cs1 (stereo not drawn)
 : 16 | -6
> CCOC(=O)c1ccc2cccc(C)n2c1=O
 : -2 | -2

Reprinted from the listing for reference:
Sequence of screens: TAG inh | TAG inh DAPI viability
> COc1ccc(C(=O)n2nc(-c3ccco3)nc2N)cc1
 : -1 | -3
> CNC(=O)c1c(NC(=O)c2ccc(S(=O)(=O)N3CCCCC3C)cc2)sc2c1CCN(C)C2 (stereo not drawn)
 : 8 | 67
> CC(C)Oc1ccc(CNCCC2(C(C)C)CCOC(C)(C)C2)cc1 (stereo not drawn)
 : 14 | 2
> CC(=O)N1CCN(C(=O)c2cc(S(=O)(=O)NCc3ccccc3)ccc2C)CC1
 : 19 | -1
> CCN1CCCC1CNC(=O)c1ccc(N2CCOCC2)c(NS(=O)(=O)c2ccc(OC)cc2)c1 (stereo not drawn)
 : 1 | -7
> COc1ccc(CN2CCN(C(=O)c3ccc(S(=O)(=O)NCc4ccco4)cc3)CC2)cc1F
 : 17 | 2
> CCCCNC(=O)CSc1nc(N)c(C(=O)Nc2ccc(OC)cc2)s1
 : 9 | -6
> Cc1ccc(C(=O)NC(Cc2cccc(C(F)(F)F)c2)C(=O)O)cc1 (stereo not drawn)
 : 1 | -10
> CCOc1ccc(Nc2nc(Nc3ccc(O)cc3)nc(C)c2[N+](=O)[O-])cc1
 : -7 | 13
> CC(=O)N1CCN(C(=O)c2cc(S(=O)(=O)N3CCCCC3)ccc2Cl)CC1
 : 1 | 0
> CC(NC(=O)COC(=O)/C(=C/c1cccs1)c1cccs1)c1ccccc1 (stereo not drawn)
 : -2 | -11
> CCCCCCNc1c(C(=O)OCC)c(=O)[nH]c2ccccc12
 : -12 | 9
> Cc1ccccc1-c1csc(C(O)c2ccc(F)cc2)n1 (stereo not drawn)
 : -12 | 4
> COc1ccc(CC2(CO)CCN(Cc3cccnc3)CC2)cc1
 : 16 | -12
> CCOC(=O)C1(C)CCCCCN1C(=O)c1ccc(C(=O)OC)cc1 (stereo not drawn)
 : 4 | 5
> COc1ccc(C(=O)N/C(=C\c2ccccc2)C(=O)Nc2ccccc2C(=O)O)cc1
 : 4 | -3
> CCn1cc(C(=O)NCc2ccco2)c2cc(OC)c(OC)cc2c1=O
 : 12 | 5
> CCN(CC)c1nc2c(c(=O)[nH]c(=O)n2C)n1CCOc1ccccc1
 : -15 | 0
> O=C1CN(C(=O)c2ccc(Br)o2)C(c2ccccc2)c2cc(Cl)ccc2N1 (stereo not drawn)
 : -22 | -2

Following part:
Sequence of screens: TAG inh | TAG inh DAPI viability
> COC(=O)c1ccccc1NC(=O)CSc1nnnn1C
 : 7 | 6
> CCc1cccc(CC)c1NC(=O)C1CSC2(C)CCC(=O)N12 (stereo not drawn)
 : -7 | -4
> Cc1ccc(SCC(=O)NCc2ccco2)cc1
 : -13 | 17
> Cc1ccccc1C(=O)OC(C)CN1CCN(C)CC1 (stereo not drawn)
 : -2 | -1
> CCCCCC(=O)Nc1cccc(C2=NOC3(C2)C[C@@H](C(N)=O)N(C(=O)Cc2ccc([N+](=O)[O-])cc2)C3)c1 (stereo partly drawn)
 : 3 | -10
> CCOC(=O)C1=C(C)N(C[C@@H]2CC[C@@H](Cc3ccc4cc(OC)ccc4c3)O2)C(=O)NC1c1ccc(OC)cc1 (stereo partly drawn)
 : 10 | -1
> N#CC(c1cccc([N+](=O)[O-])c1)C(CC(=O)c1ccccc1)c1ccccc1 (stereo not drawn)
 : 1 | -12
> CC(C)CNS(=O)(=O)c1ccccc1C(=O)N1CCCCC1
 : -9 | -12
> Cc1cc(Nc2ccc(F)cc2)c2ccccc2n1
 : 2 | -3
> CCCCN1C(N)=NC[C@@H]1Cc1ccc(O)cc1
 : -6 | 1
> O=C(Nc1ccc2c(c1)C(=O)NC2=O)c1ccc(Cl)s1
 : -9 | 10
> COCC(=O)Nc1cc(OC)ccc1OC
 : 17 | -4
> O=C(Nc1ccc(Cc2ccc(NC(=O)N3CCOCC3)cc2)cc1)N1CCOCC1
 : 14 | -9
